TGFb inhibitor – qHTS for Inhibitors of TGF-b; HepG2 CAGA-GFP TGF-b/SMAD3 reporter, GFP fluorescence, 18 h; TGF-beta stimulated, 500 pg/mL final; Potency, µM (titrated, usually from 46.1 µM), for the others: at the highest dose activity, negative = inhibition, actives largely listed as inhibitors; 410,000 compounds, 1.2% hits; further: potency means the concentration at half of the fitted maximal effect; on the % scale 0 is the no-effect control and ±100 the full control effect; nearly all actives have a fitted effect of over 65% in size
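GFP signal (ex488/em500-530) from TGF-beta-stimulated HEPG2 CAGA-GFP cells, 500 pg/mL final, 18 h at 37 degrees C in DMEM plus 1% FBS, normalized to unstimulated and DMSO-stimulated controls.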
A549 viability – Nrf2 qHTS screen for inhibitors: counterscreen for cytotoxicity; A549 ARE-Fluc cells, CellTiter-Fluor viability, 18-24 h; Potency, µM (doses to about 46 µM), for inactives: at the top dose activity change, negative = cytotoxicity, usual class: inhibitors; 390,000 compounds, 0.16% hits; AID 504648, 2011; further: potency means the concentration at half of the fitted maximal effect; on the % scale 0 is the no-effect control and ±100 the full control effect
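A549 ARE-Fluc cells in 5% FBS OPTI-MEM, 5000 cells/well, rested 2 h then exposed to compounds in concentration-response for 18-24 h at 37 °C. Viability by CellTiter-Fluor fluorescence (Ex 405/Em 525) after 30 min; luciferase luminescence (BugLite, 15 min, RT) read afterwards.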
ATXN2 expr inh – Primary qHTS for Inhibitors of ATXN expression; AID 1745845, 2022; HEK-293 ATXN2-luciferase reporter, luminescence, 24 h; Potency, µM (top dose mostly 57 µM), for inactives: top-dose activity change, negative = inhibition, most hits filed as inhibitors; 360,000 compounds, 0.72% hits; further: potency means the concentration at half of the fitted maximal effect; on the % scale 0 is the no-effect control and ±100 the full control effect; nearly all actives have a fitted effect of over 55% in size
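qHTS (up to 57 uM final) was run with 24 h compound exposure of reporter cells at 37 °C. Each well was multiplexed: SteadyGlo luminescence measured ATXN2-luciferase expression after a fluorogenic Gly-Phe-AFC viability readout (25 uM final).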
Nrf2 inh – Nrf2 qHTS screen for inhibitors; 360,000 compounds, 2.1% hits; Potency, µM (titrated, usually from 46 µM), for inactives: top-dose activity change, negative = inhibition, most hits filed as inhibitors; A549 ARE-Fluc reporter, luciferase luminescence, 18-24 h; further: potency means the concentration at half of the fitted maximal effect; on the % scale 0 is the no-effect control and ±100 the full control effect; nearly all actives have a fitted effect of over 60% in size
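A549 ARE_Fluc cells (5000/well, 5% FBS OPTI-MEM) pre-incubated 2 h, then treated with compounds 18-24 h at 37C/5% CO2 in concentration-response. CellTiter-Fluor viability read first; BugLite luciferase luminescence after 15 min at room temperature gives Nrf2 activity.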
MCF10A rerep – A quantitative high throughput screen for small molecules that induce DNA re-replication in MCF 10a normal breast cells. AID 624296, 2012. 350,000 compounds, 2.9% hits. Potency, µM (series often up to 46.1 µM), without a hit: at the highest dose activity, positive = re-replication, hits mostly activators. MCF 10A DNA re-replication, Hoechst nuclear intensity, 48 h; further: potency means the concentration at half of the fitted maximal effect; % of control where 0% means no effect; nearly all actives have a fitted effect of over 50% in size
IL-1B inflam inh – qHTS for Inhibitors of Inflammasome Signaling: IL-1-beta AlphaLISA Primary Screen. THP-1 LPS/ATP IL-1B secretion, AlphaLISA, 16 h; hits give low values. activity change, % at 57.5 µM. 360,000 compounds, 4.7% hits; in the data active means activity change below about -50%; inconclusive means mostly about -30% to -49%; further: on the % scale 0 is the no-effect control and ±100 the full control effect
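THP-1 cells pretreated 1 hr with compounds (up to 57.5 uM final), then stimulated with LPS (250 ng/mL final) plus ATP (1.25 mM final); secreted IL-1B measured by AlphaLISA after 16 hr, decreased signal indicating inhibition.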
S2 tox – Viability Counterscreen for Primary qHTS for Inhibitors of ATXN expression. S2 cells (HEK-293 line with an ATXN2-luciferase reporter) viability, CellTiter-Fluor protease fluorescence, 24 h. 400,000 compounds, 0.49% hits. Potency, µM (series often up to 56.7 µM), usual class: cytotoxic; further: potency means the concentration at half of the fitted maximal effect; nearly all actives have a fitted effect of over 40% in size
HepG2 viability – qHTS for Inhibitors of TGF-b: Cytotox Counterscreen; HepG2 CAGA-GFP viability, ATP luminescence, 18 h; Potency, µM (doses to about 46.1 µM), without a hit: at the highest dose activity change, negative = cytotoxicity, usual class: cytotoxic; 410,000 compounds, 0.76% hits; further: potency means the concentration at half of the fitted maximal effect; some results filed as inactive show a strong effect at the top dose
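CellTiter-Glo luminescence gave cytotoxicity after 18 hours at 37 degrees C. The cells were HepG2 CAGA-GFP in 1% FBS DMEM, stimulated with 500 pg/mL TGF-beta after compound addition. %Activity was normalised to no-cell wells (complete cell-killing) and DMSO (no toxicity), and curves were fitted and classified.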
Nrf2 activator – qHTS of Nrf2 Activators. AREc32 ARE-luciferase reporter (MCF7-derived line), luminescence, 24 h. Potency, µM (top dose mostly 46.1 µM), without a hit: at the highest dose activation, most hits filed as activators. 410,000 compounds, 0.31% hits. AID 624171, 2012; further: potency means the concentration at half of the fitted maximal effect; % of control where 0% means no effect; nearly all actives have a fitted effect of over 65% in size
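Cells of the AREc32 ARE-luciferase line are plated in OPTI-MEM containing 5% FBS and left overnight at 37 deg C. Compounds are pinned in, incubation continues 24 hr, and firefly luciferase signal is then measured.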
An asterisk follows results filed as active; i = inactive; ? = inconclusive; nt = no result given; [ ] = remark or other dose. Unless noted, the call rests on the fitted dose curve; in most records, active means well fitted curve in the direction sought with a large enough effect; inconclusive means small, poorly fitted or top-dose-only effect, or another doubt; inactive means no such curve, though single readings can be large; an effect the other way counts as inactive or inconclusive.

SMILES | TGFb inhibitor | A549 viability | ATXN2 expr inh | Nrf2 inh | MCF10A rerep | IL-1B inflam inh | S2 tox | HepG2 viability | Nrf2 activator
CN1CCN(C2Cc3ccc(Cl)cc3Sc3ccc(F)cc32)CC1 (stereo unspecified) | ? | ? | ? | -18% | ? | -63* | ? | -90% | -1.2%
CNNC(=S)NCCC1=CCCCC1 | -17% | -6% | nt | 14% | -4% | 4 | i | -21% | 5.8%
Cc1nc2nc(C)c(NS(=O)(=O)c3cccs3)c(=O)n2[nH]1 | 1% | -3% | 12% | -26% | -2% | 10 | i | 6% | -1.1%
CC(=O)Nc1ccc(SCC(=O)c2c(N)n(Cc3ccccc3)c(=O)n(C)c2=O)cc1 | -7% | -2% | 12% | 6% | 17% | 36 | i | -7% | 0.3%
CCOC(=O)C1(CCOC)CCN(C2C3CC4CC(C3)CC2C4)CC1 (stereo unspecified) | 3% | -15% | -11% | 6% | ? | 0 | i | 0% | -0.7%
CC1(C)N=c2ccc([N+](=O)[O-])c(N)c2=[N+]1[O-] | ? | ? | -24% | 28% | 18% | 78 | ? | -95% | -1.3%
CCOC(=O)N1CCN(c2cc(=O)n(-c3ccc(OC)cc3)c(=O)[nH]2)CC1 | 16% | 17% | 52%[activator] | nt | -4% | 1 | i | 5% | -0.7%
CCOc1ccccc1Oc1coc2cc(OC)ccc2c1=O | -16% | 3% | 38%[activator] | 8% | 0% | -6 | ? | 1% | 0.5%
O=C(CSc1nnc(CNC(=O)c2ccccc2)o1)NCc1ccc(F)cc1 | -6% | 2% | -11% | 13% | 2% | 0 | i | -71% | -0.2%
N#Cc1ccccc1NC(=O)COC(=O)c1ccc(F)cc1F | 0% | 1% | -2% | 2% | -1% | 21 | i | 0% | 0.6%
CCOc1ccc(N2C(=O)CC(SC(=NC)Nc3ccc4c(c3)OCO4)C2=O)cc1 (stereo unspecified) | -3% | 1% | 0% | -3% | -1% | 1 | i | -1% | -0.7%
Cc1cccc(OCCC(=O)NCC(=O)Nc2cccc(C)c2C)c1 | ? | -5% | 0% | -2% | -5% | 0 | i | -2% | 2.5%
COc1cccc(COCCN2CCN(S(=O)(=O)c3ccccc3)CCC2=O)c1 | 0% | 3% | nt | -1% | nt | nt | nt | 0% | nt
Cc1nc2ccsc2c(=O)n1-c1ccc(Cl)cc1 | -4% | 0% | -1% | 18% | -3% | 35 | i | -13% | 5.2%
COc1ccccc1Nc1nc(N)nc(CSc2ncccn2)n1 | 2% | 1% | 34%[activator] | 5% | -1% | -23 | ? | -19% | 3.1%
Cc1ccc(N/N=C(\C#N)C(N)=S)cc1C | ? | ? | nt | -20% | ? | -9 | ? | -5% | -0.5%
CCn1c(CC(=O)Nc2ccccc2F)nnc1SCC(=O)Nc1nnc(C)s1 | -2% | -1% | -15% | ? | 2% | 26 | i | 5% | 0.2%
CCCC(=O)Nc1ccc(Cl)c(NC(=O)C(C)(C)C)c1 | 11% | 2% | -8% | nt | -6% | 37 | i | 1% | -0.4%
Cc1csc2nc(COC(=O)c3ccc(NC(=O)c4ccccc4Br)cc3)cc(=O)n12 | -29% | -28% | nt | nt | nt | nt | nt | -17% | 2.6%
Cc1coc2c1c(C)cc1oc(=O)c(CC(=O)NCC(=O)O)c(C)c12 | -7% | 1% | 4% | 3% | 2% | -7 | i | -23% | -0.5%
Cc1ccccc1N(C(=O)c1csnn1)C(C(=O)NC1CCCCC1)c1ccncc1 (stereo unspecified) | -17% | 2% | 74%[activator] | 6% | -3% | -1 | i | -13% | -0.2%
CC(=O)NC12CC3CC(C1)CC(C(=O)NCC(=O)Nc1c(C)cc(C)cc1C)(C3)C2 | 0% | 2% | -2% | 6% | -5% | 0 | ? | -23% | 0.3%
CCCn1c(=O)[nH]c(=O)c2c(C(=O)OCC)cc(-c3cccs3)nc21 | -1% | 14% | 0% | -29% | ? | 18 | i | -25% | 3.1%
Cc1ccc(C(=O)O/N=C(\N)c2cccnc2)cc1[N+](=O)[O-] | -5% | 2% | 44%[activator] | ? | -4% | -2 | i | -6% | 6.6%
CCN(CC)c1ccc(/C=N/NC(=O)CCC(=O)NCc2ccccc2)c(O)c1 | -34% | -10% | 3.5µM* | -19% | ? | 48 | i | -9% | 0.7%
The results go on.
SMILES | TGFb inhibitor | A549 viability | ATXN2 expr inh | Nrf2 inh | MCF10A rerep | IL-1B inflam inh | S2 tox | HepG2 viability | Nrf2 activator
Cn1c(COc2ccc3ccccc3c2)nnc1SCC(N)=O | -11% | 1% | 16% | -15% | 1% | -19 | ? | -2% | -0.1%
COc1cccc(CNc2nc3ccccc3n2C)c1O | -2% | 4% | 0% | 4% | -23% | ? | i | -11% | -0.3%
Cc1ccc(NC(=O)C2(N(C(=O)Cn3nnnc3N)c3ccc(C)cc3)CCCCC2)cc1 | -13% | -6% | 5% | 14% | 10% | -25 | i | -4% | 0.2%
CC1CCCC(C)N1C(=O)COC(=O)COc1ccc(C#N)cc1 (stereo unspecified) | 7% | 0% | 12% | -9% | -10% | 4 | i | 1% | -0.3%
CC(C)c1ccc(/C=N/NC(=O)C(=O)NCCCN2CCOCC2)cc1 | -17% | 6% | 8% | 0% | -3% | -8 | i | -17% | 0.8%
CC(C)CNC(=O)C1CCN(c2ccc(S(=O)(=O)N3CCOCC3)cc2[N+](=O)[O-])CC1 | -12% | -1% | nt | -3% | 6% | -13 | i | -40% | 1.4%
O=C(O)CN1C(=O)CSC1=S | 0% | 3% | 18% | -2% | 2% | 15 | i | 2% | -0.1%
O=C(N/C(=C\c1ccccc1)C(=O)N1CCCCC1)c1ccc(Br)o1 | -20% | 3% | -22% | -16% | -13% | 7 | i | -12% | 0.1%
Clc1ccc(CNc2nnnn2-c2ccccc2)c(Cl)c1 | 14% | 0% | -3% | -11% | -19% | -7 | i | 0% | 0.0%
Cc1cc(=O)oc2cc(OCC(=O)N(C)C3CCS(=O)(=O)C3)c(Cl)cc12 (stereo unspecified) | 11% | 0% | 3% | -12% | -3% | 54 | i | -22% | -0.3%
COc1cccc(NC(=S)Nc2ccc(O)cc2)c1 | 0% | -3% | 3% | -1% | -2% | -15 | i | -16% | 18%
O=C1CCN(S(=O)(=O)c2ccccc2)CCN1CCOCc1ccc(C(F)(F)F)cc1 | ? | 0% | -16% | ? | -31%[inhibitor] | 35 | i | -19% | 0.0%
c1ccc(C2CC(c3cccs3)Nc3nnnn32)cc1 (stereo unspecified) | 0% | -1% | -10% | 7% | 2% | -9 | i | -3% | -0.1%
CN(C)S(=O)(=O)c1cccc(C(=O)Nc2n[nH]c(C(F)(F)F)n2)c1 | -16% | -3% | 6% | 3% | -5% | 21 | i | 2% | -0.1%
CCCn1c(=O)c2sccc2n2c(CCCC(=O)NC3CCC(C)CC3)nnc12 (stereo unspecified) | -20% | -4% | nt | 13% | nt | nt | nt | 4% | 0.5%
O=C(c1cccs1)N1CCN(Cc2cccc([N+](=O)[O-])c2)CC1 | 19% | 1% | -16% | -10% | -16% | -53* | i | 28% | 0.2%
O=C(CCN1C(=O)c2ccccc2S1(=O)=O)Nc1cccc(F)c1 | -8% | 2% | 0% | 3% | -2% | -14 | ? | -3% | -0.1%
Cc1cnc(NC(=O)CC2CCCC2)s1 | 3% | 3% | 21%[11.3 µM] | ? | -1% | -8 | i | -16% | 2.4%
Cc1ccc(OCCSc2nnc(-c3cccs3)o2)cc1Cl | -19% | 16% | 4% | 10% | nt | nt | i | 1% | 3.9%
CCc1ccc(/C=C2\Oc3c(ccc(O)c3CN3CCN(CCO)CC3)C2=O)cc1 | 2% | -1% | 5% | 6% | -2% | -14 | nt | -1% | -0.8%
Cn1cnnc1Sc1nc([N+](=O)[O-])nn1C | -4% | -1% | nt | 7% | 2% | 10 | i | -2% | -0.9%
COc1ccc(-c2nn(-c3ccccc3)cc2CN(C)CCn2ccnc2C)c(F)c1 | -20% | -6% | nt | 1% | 2% | ? | ? | -33% | 3.3%
O=C(Nc1ccc(Br)cc1)Nc1ccccc1F | ? | -5% | 62%[activator] | ? | 2% | -66* | i | -29% | 5.3%
COC(=O)Cc1[nH]n(-c2ccccc2)c(=O)c1C(C)=Nc1ccccc1 | 0% | 3% | 41%[activator] | 14% | -30% | 1 | i | 0% | 2.8%
COc1cccc2c(=O)ccoc12 | -5% | -9% | 34% | 4% | -2% | 15 | i | 1% | 6.8%
O=C(NCCCn1ccnc1)/C(=C/c1ccc(Cl)cc1)NC(=O)c1ccccc1 | -1% | -6% | 4% | 0% | -2% | -17 | i | 15% | 0.1%
CCCC(C)NC(=O)Cc1ccc(S(=O)(=O)N2CCOCC2)s1 (stereo unspecified) | -4% | -4% | 3% | 6% | 1% | 33 | i | 0% | 0.5%
Cc1ccc(-c2nc(S(=O)(=O)c3ccc(Cl)cc3)c(N3CCCCC3)o2)cc1 | -17% | 1% | 2% | ? | nt | nt | i | -21% | 0.1%
COc1ccc(NC(=O)c2csc(Cc3ccccc3)n2)cc1 | -7% | -4% | 33% | ? | ? | -1 | i | -21% | 0.4%

Structural class: those above with bromine
SMILES | TGFb inhibitor | A549 viability | ATXN2 expr inh | Nrf2 inh | MCF10A rerep | IL-1B inflam inh | S2 tox | HepG2 viability | Nrf2 activator
Cc1csc2nc(COC(=O)c3ccc(NC(=O)c4ccccc4Br)cc3)cc(=O)n12 | -29% | -28% | nt | nt | nt | nt | nt | -17% | 2.6%
O=C(N/C(=C\c1ccccc1)C(=O)N1CCCCC1)c1ccc(Br)o1 | -20% | 3% | -22% | -16% | -13% | 7 | i | -12% | 0.1%
O=C(Nc1ccc(Br)cc1)Nc1ccccc1F | ? | -5% | 62%[activator] | ? | 2% | -66* | i | -29% | 5.3%

Compound activity as filed in PubChem BioAssay.
